From PubChem BioAssay
DT40 TDP1 CPT = growth inhibition of DT40 Tdp1-/-;hTDP1 cells with camptothecin (screen for TDP1 inhibitors). 420,000 compounds, 12% hits. Potency, µM (series often up to 46.2 µM), inactives show at the highest dose activity change, negative = growth inhibition, most hits filed as inhibitors. chicken DT40 Tdp1-/-;hTDP1 cells + 20 nM CPT, ATP luminescence, 48 h; also: nearly all actives have a fitted effect of over 55% in size
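Chicken DT40 Tdp1-/- cells stably complemented with human TDP1 were seeded at 400 cells/well in medium containing 20 nM camptothecin, exposed to pin-transferred compounds, and grown at 37 °C for at least 48 hr. Viability was read as ATP luminescence.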
KAT2A inh = inhibitors of human GCN5L2 histone acetyltransferase. 390,000 compounds, 0.21% hits. GCN5L2 HAT assay, ThioGlo1 CoA-SH fluorescence. Potency, µM (series often up to 58.9 µM), without a hit: at the highest dose activity change, negative = inhibition, actives largely listed as inhibitors. AID 504327. Q92830
Target sequence (Q92830 whole entry, looked up): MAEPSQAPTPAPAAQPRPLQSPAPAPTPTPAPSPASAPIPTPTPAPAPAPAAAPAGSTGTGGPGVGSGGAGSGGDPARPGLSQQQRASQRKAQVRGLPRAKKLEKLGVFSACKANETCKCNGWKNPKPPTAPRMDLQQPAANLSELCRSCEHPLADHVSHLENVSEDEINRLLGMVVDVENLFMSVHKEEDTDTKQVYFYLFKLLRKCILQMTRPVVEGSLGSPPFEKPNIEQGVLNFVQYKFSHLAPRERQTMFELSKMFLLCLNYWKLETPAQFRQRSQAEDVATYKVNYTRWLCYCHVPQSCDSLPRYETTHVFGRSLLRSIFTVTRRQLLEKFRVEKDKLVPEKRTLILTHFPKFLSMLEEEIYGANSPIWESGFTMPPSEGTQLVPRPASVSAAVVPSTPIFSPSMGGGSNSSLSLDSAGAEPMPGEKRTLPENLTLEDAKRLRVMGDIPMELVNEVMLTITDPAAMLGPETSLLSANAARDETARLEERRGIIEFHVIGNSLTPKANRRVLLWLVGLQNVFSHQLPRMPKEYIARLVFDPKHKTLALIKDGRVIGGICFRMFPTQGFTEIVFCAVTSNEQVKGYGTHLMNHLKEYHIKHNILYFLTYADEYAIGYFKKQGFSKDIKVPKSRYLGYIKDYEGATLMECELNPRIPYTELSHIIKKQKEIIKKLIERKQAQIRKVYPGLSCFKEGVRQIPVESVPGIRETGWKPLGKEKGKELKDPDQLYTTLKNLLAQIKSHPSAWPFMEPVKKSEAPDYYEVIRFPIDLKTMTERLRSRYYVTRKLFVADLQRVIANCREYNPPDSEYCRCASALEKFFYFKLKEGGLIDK
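Fluorescence readout, Ex340nm/Em540nm: ThioGlo1 (50uM final) reacts with free CoA thiol released as 20nM GCN5L2 acetylates H3(1-25) peptide (75uM) using acetyl-CoA (70uM). Compound and enzyme sat 15 min beforehand; 20 min room-temperature reaction.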
TDP1 cell noCPT = qHTS for Inhibitors of human tyrosyl-DNA phosphodiesterase 1 (TDP1): qHTS in cells in absence of CPT. Potency, µM (doses to about 46.2 µM), inactives show at the top dose activity change, negative = growth inhibition, actives largely listed as inhibitors. DT40 Tdp1-/- hTDP1 cells, no CPT, ATP luminescence, 48 h. 420,000 compounds, 15% hits; also: nearly all actives have a fitted effect of over 55% in size
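Readout: luminescence from CellTiter-Glo after 30 min in the dark at RT. Cells: DT40 Tdp1-/- with stable hTDP1, 400/well. Exposure: compounds alone, ≥48 hr, 37 °C.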
Starred values were filed as active, the others as inactive; ? = inconclusive; . = not tested or not shown; & = joins results of further samples; [ ] = another dose, or the depositor's remark. Calls follow the shape of the dose curve; as a rule, active = well fitted curve in the direction sought with a large enough effect; inconclusive = small, poorly fitted or top-dose-only effect, or another doubt; inactive = no such curve, though single readings can be large; an effect the other way counts as inactive or inconclusive. % is scaled to controls: 0 for no effect and ±100 for the full control effect; potency is read from the fitted curve at half-maximal effect. Outcome played no part in choosing rows; about 18% have a hit in one of these screens.

Values run as follows: DT40 TDP1 CPT, KAT2A inh, TDP1 cell noCPT
Cc1ccsc1CNC(=O)C1(C)CCN1C(=O)C(C)C (stereo not given)
    12%, ., -5%
COc1ccc(CN(C)CC(=O)NC(C)c2ccccc2)c(OC)c1 (stereo not given)
    ?, -11%, ?
COC(=O)c1cc(C#N)c(Oc2ccccc2)nc1C
    1%, ., 1%
CCCOc1ccc(N2C(=O)CC(NCCNc3ccc(S(=O)(=O)CC)cc3)C2=O)cc1 (stereo not given)
    -21%, -5%, 8%
O=S(=O)(NC12CC3CC(CC(C3)C1)C2)c1ccc(F)cc1
    ?, -9%, ?
Cn1c(=S)sc2ccc3ccccc3c21
    -12%, ., -27%
CCC(CC)C(=O)Nc1nnc(S(=O)(=O)N(C)c2cc(C)cc(C)c2)s1
    -24%, -4%, ?
CN(Cc1ccccc1)c1ccc(N2C(=O)CCCC2=O)cc1[N+](=O)[O-]
    -12%, 4%, ?
CN(Cc1cccc(F)c1)C(=O)CNS(=O)(=O)c1ccc2ccccc2c1
    -7%, -3%, -24%
Cc1ccccc1S(=O)(=O)NC(=O)C1(C)CCN1C(=O)COc1ccc(Cl)cc1 (stereo not given)
    2%, ., -9%
C[C@H]1CC[C@]2(O[C@@H](CCO)C[C@@H](O)[C@@H]2O)O1
    -12%, ., -15%
COc1ccccc1OCCn1c(=O)oc2ccc(C)cc21
    2%, 9%, -15%
CC(C)NC(=O)C(OC(=O)c1ccccc1)C(OC(=O)c1ccccc1)C(=O)O (stereo not given)
    -5%, ?, -25%
COc1ccc(-c2nc(N)ncc2-c2csc(C)n2)c(O)c1OC
    -8%, -5%, -8%
O=C(Cn1cc(S(=O)(=O)Cc2ccccc2Cl)c2ccccc21)Nc1cccc(C(F)(F)F)c1
    ?, -15%, ?
COc1ccc(NC(=O)c2ccc(NC(=O)C(C)C)cc2)c([N+](=O)[O-])c1
    -4%, 2%, 2%
CN(CCn1ccnc1)Cc1cn(Cc2ccccc2)nc1-c1ccc2c(c1)OCO2
    ?, 2%, -12%
Cc1noc(C)c1C(=O)NCCc1ccc(S(N)(=O)=O)cc1
    -7%, -2%, 7%
CC(C)NC(=O)C(c1ccc(F)cc1)N(C(=O)CCC(=O)Nc1ccccn1)C1CCCC1 (stereo not given)
    -1%, -5%, -2%
O=C(c1cccc(Cl)c1)N1CCCC(Cn2cc(C(=O)N3CCCC3)nn2)C1 (stereo not given)
    5%[9.04 µM], ., -13%
O=C1C=C(c2cccc(O)c2)C[C@@H](c2ccc(F)cc2)C1
    21µM*, -1%, ?
CCOCCn1c(-c2ccccc2)nc2ccccc21
    ?, 0%, 18µM*
Cc1noc(C)c1-c1ccc2ncnc(NC3CCNCC3)c2c1
    ?, ?, ?
O=C(NC1CCSc2ccccc21)c1ccccc1Cl (stereo not given)
    30%, 0%, 3%
CCCCCCNCc1ccc(Br)cc1
    ?, 1%, ?
CCc1ccc(C)[n+](CC(=O)c2cccs2)c1
    ?, 0%, ?
O=C(COc1ccc(Cl)cc1Cl)Nc1ccccn1
    -19%, -3%, -6%
O=C(Nc1nnc(CCN2CCCCC2)s1)c1ccccc1
    -3%, -8%, -2%
Cc1cc(C)c(NC(=O)C(C)n2c(=O)cc(-c3ccccc3)c3c(C)nn(C)c32)c(C)c1 (stereo not given)
    -10%, -3%, 9%
Cc1cc(C)cc(COc2ccc3c(C)c(CC(=O)O)c(=O)oc3c2C)c1
    3%, 25%, -1%
O=C1CCCC(O)=C1C=Nc1ccc(O)cc1
    ?, -13%, 26µM*
C=CCn1c(SCc2nc3sc(C(=O)O)c(C)c3c(=O)[nH]2)nnc1-c1ccccc1
    6%, -5%, -1%
CC1(CC(=O)N/N=C/c2ccc(-c3ccc(C(=O)O)cc3)o2)OCCO1
    6%, -19%, -12%
N#CC1=C2SCN(C3CCCCC3)CN2C(=O)CC1c1ccc(Cl)cc1 (stereo not given)
    4.6µM*, ?, ?
Cc1ccc(NC(=O)CN2C(=O)COc3ccc(S(=O)(=O)N4CCCC4)cc32)cc1C
    -1%, -6%, ?
CCSc1nnc(SCC(=O)NC2CCCCC2)s1
    -12%, -6%, 5%
CCOC(=O)CNC(=O)CSc1nc(N)cc(N)n1
    -2%, -2%, 2%
CCN(CC)c1ccc(-c2n[nH]c(=S)n2-c2ccccc2C)cc1
    21µM*, -11%, 18µM*
O=C(c1ccc2c(c1)N(Cc1ccc(Cl)cc1)C(=O)c1ccccc1S2=O)N1CCC(Cc2ccccc2)CC1 (stereo not given)
    12µM*, 0%, 9.2µM*
O=C(c1ccc2c(c1)OCCO2)C1CCN(C(=O)Nc2ccccc2F)CC1
    7%, -6%, ?
OC(CN1CCN(c2ccccc2F)CC1)c1ccc(F)cc1 (stereo not given)
    -42%, 25%, -29%
COc1ccc(OCc2cn(CC(=O)c3ccc(O)cc3)nn2)cc1
    -13%, ., -14%
COc1ccc(OC)c(NC(=O)COC(=O)CN2C(=O)NC3(CCCC3)C2=O)c1
    -6%, 0%, 4%
CC1CC(C)CN(C(=O)C(C)N2CCN(S(=O)(=O)c3ccccc3F)CC2)C1 (stereo not given)
    ?, 0%, -19%
CCC(C)[C@H](NC(=O)[C@@H]1Cc2c([nH]c3ccccc23)C2c3ccccc3C(=O)N21)C(=O)N1CCC[C@@H]1C(=O)O (stereo not given in full)
    18%, 1%, 5%
CCOC(=O)[C@H]1[C@H]2COc3ccc(Br)cc3[C@@H]2N2C(=O)c3ccc(Cl)cc3NC(=O)[C@@]12C
    18µM*, -5%, 18µM*
COc1ccc(Cn2c(SCC(=O)Nc3ccc(OC)cc3)nc3ccccc32)cc1
    26µM*, -1%, ?
Cn1c(=O)c2c(nc(N3CCCCC3)n2CCNC2=NCCC2)n(C)c1=O
    12%, 1%, 1%
CN(Cc1ccccc1)C(=O)[C@@H]1CCCN1C(=O)[C@@H]1CCCN1C(=O)c1ccc(Cl)cc1
    -22%, ., -24%
CCc1cccc(C)c1Nc1c(-c2cccs2)nc2ncccn12
    ?, -3%, 16µM*
COc1ccc(-c2cn[nH]c2-c2ccc(OCC(=O)NN)cc2O)cc1OC
    7%, -26%, ?
CSc1ccccc1C(=O)N1CCC(CCC(=O)NC2CC2)CC1
    0%, -21%, 1%
CCOP(=O)(OCC)C(NC(C)=O)C(=O)c1ccccc1 (stereo not given)
    -5%, -11%, 3.7µM*
COc1ccc(N2CCN(C(=O)CCNC(=O)c3ccc(C(C)(C)C)cc3)CC2)cc1
    18µM*, -5%, ?
CC1(c2ccccc2)NC(=O)N(CC(=O)NNC(=O)c2ccccc2F)C1=O (stereo not given)
    -1%, -23%, -5%
Cc1ccc(CCNC(=O)CS(=O)Cc2nc(-c3cccs3)oc2C)cc1 (stereo not given)
    ?, 1%, ?
Cc1nnc(N/N=C/C2CC=CCC2)[nH]c1=O (stereo not given)
    15%, -2%, -10%
O=C(Nc1ccc(F)cc1F)Nc1csc2ccccc12
    ?, -16%, 23µM*
Cc1[nH]c2ccccc2c1C(=O)CN1CCCC1
    -19%, -1%, -13%
CNC(=O)NC(=O)COC(=O)/C=C/c1cccc(Br)c1
    -5%, -4%, 11%

Additional compounds:
smiles	DT40 TDP1 CPT	KAT2A inh	TDP1 cell noCPT
O=C1c2ccccc2C(=O)C1c1nccc2ccccc12	10µM*	-6%	12µM*
Cc1ccc2c(C)c(C(=O)N3CCC(C(N)=O)(N4CCCCC4)CC3)oc2c1C	?	.	21µM*
CC1(C)CC(=O)C(C=NCCN2CCOCC2)=C(O)C1	-24%	-2%	-26%
COC(=O)/C(C#N)=C/c1c(Oc2cccc(C)c2C)nc2ccccn2c1=O	0%	-1%	-26%
COC(=O)c1cc2sccc2n1Cc1ccc(C)cc1	1%	-1%	8%
COc1cccc(Cc2nc3ccccc3nc2SCC(=O)N2CCN(c3ccccc3)CC2)c1	?	0%	23µM*
CC(=O)c1c(C)[nH]c(C(=O)OCC(=O)Nc2c(C)n(C)n(-c3ccccc3)c2=O)c1C	-7%	-17%	-30%
CCOC(CCNC(=O)c1cc(-c2cccs2)nc2ccccc12)OCC	21µM*	28%	?
CC1=CCC(Cc2nc3ccccc3o2)C1(C)C (stereo not given)	?	1%	?
CN(C)c1ccc(P(=O)(OC2CCCCC2)C(O)c2ccncc2)cc1 (stereo not given)	1%	-9%	-10%
COc1cc(C(=O)NCCNC(=O)c2cc(OC)c(C)c(OC)c2)cc(OC)c1C	12%	-1%	-19%
CCOc1cc(/C=C(/NC(C)=O)C(=O)O)cc(Cl)c1OCc1cccc(Br)c1	5%	-5%	-2%
Cc1cccc(Cl)c1NC(=S)NCCc1ccccn1	0%	?	-4%
COc1ccc(C(=O)NC(=S)Nc2cccnc2)cc1Cl	-16%	-5%	?
CN1CCN(C(=O)c2ccc3c(c2)N(Cc2ccc(C(F)(F)F)cc2)C(=O)c2ccccc2S3)CC1	?	-4%	21µM*
CCN(C(=O)CSc1nnc(-c2cc3occc3n2C)n1-c1ccccc1C)c1ccccc1	-22%	1%	-27%

Complete entries as entered above:
`COc1cc(C(=O)NCCNC(=O)c2cc(OC)c(C)c(OC)c2)cc(OC)c1C` in the list: DT40 TDP1 CPT = 12%; KAT2A inh = -1%; TDP1 cell noCPT = -19%
`Cc1cccc(Cl)c1NC(=S)NCCc1ccccn1` in the list: DT40 TDP1 CPT = 0%; KAT2A inh = ?; TDP1 cell noCPT = -4%
`CN(C)c1ccc(P(=O)(OC2CCCCC2)C(O)c2ccncc2)cc1` (stereo not given) in the list: DT40 TDP1 CPT = 1%; KAT2A inh = -9%; TDP1 cell noCPT = -10%

(more compounds)
smiles	DT40 TDP1 CPT	KAT2A inh	TDP1 cell noCPT
C/C(N)=C(/C#N)C(=O)COC(=O)Cc1coc2ccc3ccccc3c12	-14%	-1%	-20%
NC(=O)c1nsc(C(=O)N(c2cccc(F)c2)C(C(=O)NCC2CCCO2)c2cccs2)c1N (stereo not given)	?	-8%	?
CCCc1cc(=O)oc2cc(OCC(=O)NCC3CCC(C(=O)O)CC3)ccc12 (stereo not given)	-23%	?	-12%
CC[n+]1c(C)cc2c(sc3ccccc32)c1C	12µM*	-4%	2.9µM*
COc1ccc(N2CCN(CC(=O)c3ccc(O)c(C)c3O)CC2)cc1	?	-5%	21µM*
C=Cc1ccc(Cn2c(=O)n(-c3cccc(C)c3)c(=O)c3c2c2cc(C)ccc2n3C)cc1	?	-7%	?
Cc1cccc(NC(=O)C2CCN(c3nccc(C)n3)CC2)c1	-3%	-2%	0%
O=C(Nc1ccc(Cl)cc1)N1CCC(CN2CCCCCC2)CC1	?	2%	23µM*
c1ccc(N2CCN(c3nccn4ccnc34)CC2)nc1	?	.	-25%
CCOC(=O)N1CCN(CCC(=O)Nc2cc(OC)cc(OC)c2)CC1	7%	5%	-3%
N[C@H](C(=O)O)c1ccc(C(=O)O)c(O)c1	-25%&32%	-19%&-8%	3%&2%
COCCN1CCC(CO)C1 (stereo not given)	-7%	.	1%
CCN(CC(=O)Nc1c(F)cccc1F)C(=O)CCNS(=O)(=O)c1ccccc1C(F)(F)F	9%	0%	-1%
COCCNc1oc(COc2cccc(C)c2)nc1C#N	-7%	-18%	-13%
CCOC(=O)c1c(C)[nH]c(C)c1C(=O)COC(=O)[C@@H]1CCCN1S(=O)(=O)c1ccc(Cl)cc1	15µM*	-9%	13µM*
COc1ccc(CN2CCN(Cc3c[nH]c4ccccc34)CC2)c(OC)c1	-83%	.	0.29µM*
Cc1cc(C)c(S(=O)(=O)c2cccc(Cl)c2)c(=O)[nH]1	3%	-12%	-7%
CCC1(CC)NC(=O)N(CC(=O)NCc2ccc3c(c2)OCO3)C1=O	-26%	2%	-1%
COC(=O)c1c(S(C)(=O)=O)nc(-c2ccccc2)[nH]c1=O	-9%	-1%	-23%
CC(=O)Oc1cccc(N2C(=O)C3C4C=CC(CC4)C3C2=O)c1 (stereo not given)	6%	-1%	-7%
CN1CCc2c(c3ccccc3n2Cc2ccccc2)C1	16µM*	-2%	18µM*

Some of these compounds in order of formula weight, largest number first.
smiles	DT40 TDP1 CPT	KAT2A inh	TDP1 cell noCPT
COc1ccc(CN2CCN(Cc3c[nH]c4ccccc34)CC2)c(OC)c1	-83%	.	0.29µM*
Cc1cc(C)c(S(=O)(=O)c2cccc(Cl)c2)c(=O)[nH]1	3%	-12%	-7%
CN1CCc2c(c3ccccc3n2Cc2ccccc2)C1	16µM*	-2%	18µM*
